# Yfh1-off respiration: enhancers of respiration in Yfh1-depleted yeast, dose response, Friedreich's ataxia, plus single-dose screen (AID 1465); S. cerevisiae Yfh1-off respiration, WST-1 reduction, 72 h; higher fold induction means a stronger effect; fold induction at 50 µM, or EC50 in µM where a hit was titrated; 220,000 compounds, 0.074% hits;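 active means fold induction of absorbance versus untreated yeast above a set limit, then at least 30% activation at any dose in follow-up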;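 further: activators that raise dye reduction in frataxin-depleted yeast; strong numbers were not always called active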
# T cell modulator: T cell immune modulators affecting CD8 T cell-vesicle binding | 2C CD8+ T cell-vesicle binding, flow cytometry; hits give low values | calls only at 7 µM | 330,000 compounds, 0.068% hits;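 active means response, share of CD8 T cells binding vesicles, and their 90th percentile fluorescence all below set limits, cut at about 80% in these data, passing the limit was not always enough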
#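 Assay system – 2C mouse CD8+ T cells · Also added – QL9-loaded Drosophila micro-vesicles · Timing – Cell–vesicle co-incubation 1.5 h at 37 °C, staining 20 min on ice · Signal – flow cytometry of vesicle-bound cells · Measure – percent CD8+ FL2 mean versus row control · Controls – Peptide-free naked vesicles (low) and QL9 vesicles with 0.7% DMSO vehicle (high)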
# P. falciparum M17LAP: P. falciparum M17LAP inhibitors, primary screen, biochemical, fluorogenic H-Leu-NHMec substrate, 1536-well (AID 1619) | inhibition, % at 30 µM, or IC50 in µM where a hit was titrated | recombinant M17LAP, H-Leu-NHMec fluorogenic kinetic assay; higher % means a stronger effect | 220,000 compounds, 0.38% hits;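 active means compound inhibiting the enzyme by more than half at any dose during confirmatory dose-response retesting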;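 further: plate controls were full reaction with DMSO carrier for no effect and no enzyme background for full effect; strong numbers were not always called active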
# Autophagy mod: autophagy modulation, high-content screen; MEF GFP-LC3 puncta imaging; test concentration mostly 10 µM; calls only at 10 µM (by protocol); 190,000 compounds, 0.98% hits; AID 463193;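 active means percentage of spot-positive cells more than 3 SD above its plate mean, without a fluorescence outlier flag or 80% toxicity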;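 further: spot-positive cell cutoff set from DMSO-treated cells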
# WT yeast gro inh: growth inhibition of WT yeast, mitochondrial fusion screen | mitochondrial fusion phenotypic screen, WT strain | inhibition, % at 10 µM | 190,000 compounds, 2.1% hits; in the data active means inhibition above about 58%; tested in S. cerevisiae
# Dynein transport: dynein cargo transport inhibition | 3617.4 mouse cells, GR-EGFP nuclear translocation imaging; test concentration mostly 20 µM; stimulated with dexamethasone, 1 µM; hits give low values | z-score, hits read low | 220,000 compounds, 0.47% hits | AID 1381;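 active means plate z-score of nuclear minus cytoplasmic receptor signal below a set negative limit, without overly bright fluorescence or cell loss, cut at about -3.5 in these data, passing the limit was not always enough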;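 further: z-score of nuclear minus cytoplasmic ring GR-EGFP intensity difference per well; some compounds called inactive have numbers as strong as hits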
#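 medium = tetracycline-free induction medium containing charcoal-stripped FBS | probe or stimulus = dexamethasone, 1.0 µM final | timing = 48 h induction, then 1 h compound, then 30 min agonist, 37 °C | detection = automated 10x imaging of fixed Hoechst-stained cells | read-out basis = nuclear versus cytoplasmic GR-EGFP signal, averaged per well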
# M1AAP inhibition: malaria alanyl aminopeptidase activity blockers – biochemical, fluorogenic H-Leu-NHMec substrate, 1536-well (AID 1445). recombinant M1AAP, H-Leu-NHMec fluorogenic kinetic assay; higher % means a stronger effect. inhibition, % at 30 µM; hits with a dose series show IC50 in µM. 220,000 compounds, 0.42% hits;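 active means primary inhibition above the hit cutoff, then over 50% inhibition at one or more dose response concentrations, cut at about 23% in these data, passing the limit was not always enough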;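 further: plate controls were DMSO full reaction for no effect and no enzyme background for full effect; strong numbers were not always called active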
# b-catenin transl: beta-catenin nuclear translocation modulation; HeLa beta-catenin nuclear translocation, immunofluorescence imaging; nuclear translocation activity, % at 5 µM; 190,000 compounds, 0.3% hits; AID 1665;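 active means nuclear translocation activity above 50% at 5 µM, with a well cell count of 50 or more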;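 further: per-cell ratio of nuclear to cytoplasmic median beta-catenin stain intensity; plate controls were DMSO negative control for no effect and GSK-3 inhibitor IX positive control for full effect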
#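 Assay system: human HeLa cells, native beta-catenin; doses: 5 µM primary, 0.02–20 µM confirmation; incubation: compound treatment 24 h, 37°C, 5% CO2; technique: fluorescence imaging of beta-catenin antibody stain plus DAPI; measure: % activation, nuclear-to-cytoplasmic median beta-catenin signal ratio per cell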
# MT stabilizer: microtubule stabilization, imaging screen. % tubulin-high responders, % at 10 µM. HeLa tubulin immunostaining HCS, 24 h; share of cells brighter than vehicle mean+2SD. 200,000 compounds, 0.83% hits;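 active means plate Z-score above 3 for both tubulin-high and condensed-nucleus cell shares, with cell loss under 80%, at 10 µM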;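 further: anti alpha tubulin signal scored within the nucleus-defined area of each cell; some results filed as inactive read as strong as hits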
# WT yeast gro inh mutant strain: further read-out of WT yeast gro inh, marked with its call; inhibition, %; mitochondrial fusion phenotypic screen, mutant strain inhibition
# Dynein transport cytoplasmic EGFP: further read-out of Dynein transport, marked with its call; z-score; measured here: cytoplasmic GR-EGFP intensity; hits give high values
# Dynein transport nuclear GR-EGFP: recorded beside Dynein transport, whose call it bears; z-score; measured here: nuclear GR-EGFP intensity;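 lower value marks the stronger effect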
# Dynein transport cell count: second read-out of Dynein transport, no call of its own (marks repeat the call); z-score; measured here: cell count per field
# b-catenin transl cell count 5 µM: second read-out of b-catenin transl, no call of its own (marks repeat the call); cell count; measured here: cell count, cytotoxicity flag
# T cell modulator vesicle-bound %: recorded beside T cell modulator, whose call it bears; double positive events, %; measured here: CD8+ vesicle-bound cell fraction;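 binding gate set so that unloaded-vesicle control wells show 10% double positive cells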
# MT stabilizer Hoechst-high %: further read-out of MT stabilizer, marked with its call; % Hoechst-high responders; measured here: nuclear condensation Hoechst responders;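 share of cells brighter than vehicle mean plus two SD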
# MT stabilizer cytotoxicity %: further read-out of MT stabilizer, marked with its call; toxicity, %; measured here: cytotoxicity by cell density;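 0% = mean cell density of plate MIN control wells and 100% = no cells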
# Autophagy mod cell loss 18 h: further read-out of Autophagy mod, marked with its call; toxicity, %; measured here: cell loss, nuclei count;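 cell loss after 18 h compound exposure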
# Active calls of the source: *; i = inactive; · = not tested or not shown; + = active, no number.
SMILES,Yfh1-off respiration,T cell modulator,T cell modulator vesicle-bound %,P. falciparum M17LAP,Autophagy mod,Autophagy mod cell loss 18 h,WT yeast gro inh,WT yeast gro inh mutant strain,Dynein transport,Dynein transport cytoplasmic EGFP,Dynein transport nuclear GR-EGFP,Dynein transport cell count,M1AAP inhibition,b-catenin transl,b-catenin transl cell count 5 µM,MT stabilizer,MT stabilizer Hoechst-high %,MT stabilizer cytotoxicity %
CCOC(=O)C1CCCN(C(=O)c2cc3c(=O)n(C)c4ccccc4c3n2C)C1 (stereo unspecified),i,i,67.2,4.7%,i,0.9,7.0,5.4,-0.77,-0.194,-0.25,0.27,5.5%,·,·,8.0,2.3,8.6
Cn1c(C(=O)OCC(=O)NCC2CCCO2)cc2sccc21 (stereo unspecified),i,i,7.8,-12.9%,i,3.3,8.4,-3.9,-0.517,-0.146,-0.165,-0.392,-0.2%,-0.8,1125,2.2,1.5,7.4
CC(C)CN(C(=O)COC(=O)CNC(=O)c1ccccc1F)C1CCS(=O)(=O)C1 (stereo unspecified),i,i,32.5,8.0%,i,-7.8,2.7,-6.2,-0.388,-0.117,-0.158,-0.0476,1.4%,-1.3,1084,3.2,2.4,7.6
Cc1ccsc1/C=N/NC(=O)Cn1cnc2ccccc21,i,i,36.2,17.9%,i,-9.8,-12.6,18.6,0.00772,-0.255,0.0698,1.23,8.3%,3.7,1049,1.4,2.4,1.4
CCc1ccc(C(C)NC(=O)C2(C)CC2(Br)Br)cc1 (stereo unspecified),·,i,35.7,0.5%,i,0.7,4.6,4.4,-0.152,-0.095,0.142,0.884,-2.4%,-1.7,1218,1.9,1.1,7.2
Cc1ccccc1Cn1c(CN2CCN(c3ccc(F)cc3)CC2)nc2c1c(=O)n(C)c(=O)n2C,·,i,51.3,-3.8%,i,13.2,4.1,1.7,-0.172,-0.215,0.134,0.477,9.8%,5.2,1087,1.9,1.7,7.9
Cc1ccc(-c2nn(-c3ccccc3)cc2NC(=O)c2ccccc2)cc1,i,i,5.2,7.8%,i,5.7,41.2,-13.4,0.309,-0.316,-0.0916,-0.0829,3.6%,-2.3,631,2.0,3.0,9.2
CCc1ccc(-n2c(Cc3ccccc3)n[nH]c2=S)cc1,i,i,22.6,1.4%,i,2.2,53.1,23.4,-0.626,-0.26,0.309,-0.247,4.2%,2.4,786,2.0,1.6,10.1
CCC(=O)N1CC2(C)CN(C(=O)CC)CC(C)(C1)C2,i,i,29.6,-8.7%,i,15.7,-0.5,2.0,-0.83,-0.189,-0.0707,0.849,-3.0%,-1.3,1216,2.9,2.1,1.9
Nc1nc(SCc2ccc3c(c2)OCO3)n[nH]1,i,i,22.6,27.2%,i,8.1,15.8,5.4,-0.164,-0.278,-0.149,0.207,-0.6%,-1.2,1274,3.6,2.7,2.8
COc1cccc(-c2nnn(CC(=O)O)n2)c1,i,i,31.2,10.7%,i,-0.2,-2.2,-2.0,-0.514,-0.216,-0.0264,-0.476,11.7%,-1.0,1079,1.5,1.5,8.2
CC(Sc1nc(-c2ccccc2)cc(C(F)(F)F)n1)C(=O)NCc1ccco1 (stereo unspecified),i,i,13.9,15.1%,i,32.4,15.1,3.4,-0.434,0.191,0.00876,0.641,1.8%,-1.1,1210,2.0,1.2,8.7
C=CCC(C(=O)OC)(C(=O)OC)c1ccc(C(F)(F)F)cc1[N+](=O)[O-],i,i,33.4,2.6%,i,15.9,3.6,3.6,-1.1,0.833,-0.225,0.557,0.4%,0.5,1589,2.6,1.8,0.0
CCOc1ccc(NC(=O)CN(C)CC(=O)Nc2cc(Cl)ccc2C#N)cc1OCC,i,i,13.3,-5.8%,i,-0.6,-19.4,-16.8,-0.561,-0.27,-0.358,1.38,1.5%,·,·,4.5,3.1,11.9
Cc1c(Br)ccc(NC(=O)CCN2C(=O)C3C4CCC(C4)C3C2=O)c1C (stereo unspecified),i,i,31.5,15.8%,i,-1.2,9.2,-1.4,1.41,-0.143,0.772,-1.23,-0.7%,-0.8,1438,2.2,1.8,5.5
CCOC(=O)C(C)/C(C)=N/NC(N)=S (stereo unspecified),i,i,55.6,23.6%,i,-2.1,13.6,21.5,-0.598,-0.329,-0.331,0.777,11.0%,·,·,1.4,3.0,7.6
CCC(=O)N(CCC(c1ccc(C)cc1)c1ccco1)Cc1ccco1 (stereo unspecified),i,i,45.3,1.9%,·,·,·,·,-2.37,0.029,-1.1,-0.32,6.9%,-3.2,1160,·,·,·
Fc1ccccc1Cn1nnc2c(-n3ccnc3)ncnc21,i,i,7.4,3.4%,i,-2.2,-3.5,-48.4,-0.384,-0.207,0.0106,0.884,2.5%,-0.1,776,3.3,2.3,10.1
Cc1ccc(-c2nn(-c3ccccc3)cc2/C=C/C(=O)OCC(=O)NC2CC2)o1,i,i,33.8,-0.6%,i,3.4,-4.5,-1.3,-1.18,-0.365,-0.779,1.39,1.9%,0.1,1150,3.6,2.0,10.1
CC(C)Oc1ccc(/C=N/NC(=O)C(CSCc2ccccc2)NC(=O)c2ccc([N+](=O)[O-])cc2)cc1 (stereo unspecified),i,i,15.5,9.6%,+,-4.9*,-2.2,-6.6,0.363,-0.223,0.175,-0.49,-3.5%,0.5,1092,4.5,2.0,6.3
c1cc2c3c(cccc3c1)C(N1CCCCCC1)=N2,·,i,33.8,-34.3%,i,-17.9,10.3,9.0,0.235,0.0215,0.208,0.898,9.1%,0.8,999,2.6,1.7,5.0
CCOC(=O)c1ccc(NC(=S)Nc2cc(C)cc(C)n2)cc1,i,i,7.9,-5.5%,i,11.8,12.9,22.8,1.53,-0.193,0.943,-1.19,-1.1%,-4.0,1084,3.4,2.2,7.5
CN(C)CCC(O)c1ccccc1 (stereo unspecified),i,i,45.4,3.9%,·,·,·,·,1.23,-0.215,0.185,-0.634,-0.8%,-1.0,1286,·,·,·
COc1ccc(C(=O)Nc2ccc(NC(=O)c3ccco3)c(Cl)c2)cc1OC,i,i,19.2,-5.3%,i,-0.4,-14.8,1.6,-0.775,-0.219,-1.18,0.686,-0.2%,-2.2,1395,2.4,1.8,1.4
Cn1c(=O)c(=O)n(C)c2cc(S(=O)(=O)N3CCc4ccccc43)ccc21,i,i,20.5,14.8%,i,16.2,-12.2,-17.4,-0.793,-0.00514,-0.259,0.177,0.6%,-3.6,933,3.6,2.0,5.4
Cc1cc(C)n(-c2cccc(F)n2)n1,i,i,52.9,-2.0%,i,-7.3,-6.7,-5.3,0.356,-0.302,0.0181,0.598,4.7%,-1.1,1073,2.4,1.9,5.2
Cn1c(=O)c2c(nc(NCCO)n2C)n(C)c1=O,i,i,43.0,11.4%,i,-0.6,-11.8,-12.5,-1.4,-0.192,-0.681,0.0635,3.3%,0.6,997,3.4,1.3,1.8
Cn1c(CN2CCN(CCO)CC2)c(C#N)c2ccccc21,i,i,37.0,-0.7%,·,·,·,·,0.259,0.0805,-0.224,0.317,5.6%,-0.5,1229,·,·,·

# Molecules above that contain fluorine (six):
SMILES,Yfh1-off respiration,T cell modulator,T cell modulator vesicle-bound %,P. falciparum M17LAP,Autophagy mod,Autophagy mod cell loss 18 h,WT yeast gro inh,WT yeast gro inh mutant strain,Dynein transport,Dynein transport cytoplasmic EGFP,Dynein transport nuclear GR-EGFP,Dynein transport cell count,M1AAP inhibition,b-catenin transl,b-catenin transl cell count 5 µM,MT stabilizer,MT stabilizer Hoechst-high %,MT stabilizer cytotoxicity %
CC(C)CN(C(=O)COC(=O)CNC(=O)c1ccccc1F)C1CCS(=O)(=O)C1 (stereo unspecified),i,i,32.5,8.0%,i,-7.8,2.7,-6.2,-0.388,-0.117,-0.158,-0.0476,1.4%,-1.3,1084,3.2,2.4,7.6
Cc1ccccc1Cn1c(CN2CCN(c3ccc(F)cc3)CC2)nc2c1c(=O)n(C)c(=O)n2C,·,i,51.3,-3.8%,i,13.2,4.1,1.7,-0.172,-0.215,0.134,0.477,9.8%,5.2,1087,1.9,1.7,7.9
CC(Sc1nc(-c2ccccc2)cc(C(F)(F)F)n1)C(=O)NCc1ccco1 (stereo unspecified),i,i,13.9,15.1%,i,32.4,15.1,3.4,-0.434,0.191,0.00876,0.641,1.8%,-1.1,1210,2.0,1.2,8.7
C=CCC(C(=O)OC)(C(=O)OC)c1ccc(C(F)(F)F)cc1[N+](=O)[O-],i,i,33.4,2.6%,i,15.9,3.6,3.6,-1.1,0.833,-0.225,0.557,0.4%,0.5,1589,2.6,1.8,0.0
Fc1ccccc1Cn1nnc2c(-n3ccnc3)ncnc21,i,i,7.4,3.4%,i,-2.2,-3.5,-48.4,-0.384,-0.207,0.0106,0.884,2.5%,-0.1,776,3.3,2.3,10.1
Cc1cc(C)n(-c2cccc(F)n2)n1,i,i,52.9,-2.0%,i,-7.3,-6.7,-5.3,0.356,-0.302,0.0181,0.598,4.7%,-1.1,1073,2.4,1.9,5.2

# High-throughput results as filed in PubChem BioAssay.
